# Autophagy HCS: autophagy modulation, high-content screen | AID 463193 | 190,000 compounds, 0.98% hits | calls only at 10 µM (by protocol) | MEF GFP-LC3 puncta imaging; test concentration mostly 10 µM;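 active = percentage of spot-positive cells more than 3 SD above its plate mean, without a fluorescence outlier flag or 80% toxicity; inconclusive = no clear call, values can overlap the other calls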;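 also: spot-positive cell cutoff set from DMSO-treated cells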
# ER stress rescue: protection against thapsigargin-triggered cell killing – 384-well, CSM14.1, ATP luminescence, primary screen (AID 1222); CSM14.1 thapsigargin-induced death rescue, ATP luminescence; higher % means a stronger effect; one-dose cellular ATP content (survival), % at 20 µM; EC50 in µM for titrated hits; 190,000 tested, under 10 active;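 active = EC50 below 50 µM in the dose-response confirmation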;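 also: death triggered by thapsigargin at about 15 µM added after 2 h compound pretreatment; cell ATP read after overnight thapsigargin exposure of roughly 18 to 22 hours; normalized against plate controls of thapsigargin alone and 5% DMSO vehicle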
# b-catenin transl: beta-catenin nuclear translocation modulation; HeLa beta-catenin nuclear translocation, immunofluorescence imaging; nuclear translocation activity, % at 5 µM; 190,000 compounds, 0.3% hits; AID 1665;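 active = nuclear translocation activity above 50% at 5 µM, with a well cell count of 50 or more; inconclusive = wells under 50 cells across six images, flagged as toxic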;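 also: per-cell ratio of nuclear to cytoplasmic median beta-catenin stain intensity; plate controls were DMSO negative control for no effect and GSK-3 inhibitor IX positive control for full effect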
#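 System: HeLa cells, endogenous beta-catenin; compound dosing: 5 µM primary single dose, 0.1% DMSO, 0.02–20 µM confirmation series; incubation: 24 h compound exposure at 37°C, 5% CO2; signal: beta-catenin immunofluorescence imaging with DAPI; evaluation: % activation, nuclear-to-cytoplasmic median beta-catenin signal ratio per cell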
# MT stabilize HCS: microtubule stabilizers in HeLa cells | HeLa tubulin immunostaining HCS, 24 h; share of cells brighter than vehicle mean+2SD | % tubulin-high responders, % at 10 µM | 200,000 compounds, 0.83% hits | AID 2205;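 active = plate Z-score above 3 for both tubulin-high and condensed-nucleus cell shares, with cell loss under 80%, at 10 µM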;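 also: anti alpha tubulin signal scored within the nucleus-defined area of each cell; some results filed as inactive read as strong as hits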
# Ins promoter up: MIN6 insulin promoter up-regulation | 190,000 compounds, 0.3% hits | MIN6 insulin promoter-GFP reporter, high-content imaging; hits give high values | z-score at 5 µM;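 active = z-score above 3 at 5 µM with at least 500 cells counted in the well; inconclusive = wells under 500 cells, flagged as cytotoxic or low count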
# Salmonella PhoP GFP: PhoP-dependent GFP reporter repression – Salmonella Typhimurium, primary screen (AID 1863) | 300,000 compounds, 0.16% hits | inhibition, % at 50 µM; hits with a dose series show IC50 in µM | S. Typhimurium PhoP-regulated promoter GFP reporter, 4 h; higher % means a stronger effect;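 active = inhibition over 29.93%, a cutoff 3 SD above the screen mean, later confirmed by dose response; inconclusive = inhibition over 29.93% but no dose response follow-up; inactive = inhibition at most 29.93% or unconfirmed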;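 also: 0% = low Mg2+ inducing control and 100% = high Mg2+ repressing control; strong numbers were not always called active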
# Hep lipid drop: modulators of hepatic lipid droplet formation. inhibition, % at 6.5 µM. 240,000 compounds, 0.4% hits. AID 1656. AML12 mouse hepatocytes, oleate lipid droplets, BODIPY imaging;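 active = lipid droplet intensity inhibited by at least 50%, with more than 500 cells counted; inconclusive = wells with under 300 cells, treated as cytotoxic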
#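 Material: mouse AML12 hepatocyte cell line, fixed after treatment; Timing: compound with oleate, overnight; Technique: high-content imaging of BODIPY-stained droplets and DAPI nuclei; Probe or stimulus: oleate, 100 µM final; Dosing: compound at 6.5 µM only.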
# T cell HTS: modulates CD8 T cell binding to vesicles. 2C CD8+ T cell-vesicle binding, flow cytometry; hits give low values. calls only at 7 µM. 330,000 compounds, 0.068% hits. AID 2052;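 active = response, share of CD8 T cells binding vesicles, and their 90th percentile fluorescence all below set limits, cut at about 80% in these data, passing the limit was not always enough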
#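 System: murine 2C transgenic CD8+ T lymphocytes; also added: QL9-loaded Drosophila micro-vesicles; times: binding 1.5 h at 37 °C; measured by: flow cytometry, PE anti-B7-1 (FL2) versus Alexa647 anti-CD8 (FL8), PFA-fixed; control set: Peptide-free naked vesicles (low) and QL9 vesicles with 0.7% DMSO vehicle (high)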
# Dynein cargo inh: dynein cargo transport inhibition; 3617.4 mouse cells, GR-EGFP nuclear translocation imaging; test concentration mostly 20 µM; stimulated with dexamethasone, 1 µM; hits give low values; z-score, hits read low; 220,000 compounds, 0.47% hits;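 active = plate z-score of nuclear minus cytoplasmic receptor signal below a set negative limit, without overly bright fluorescence or cell loss, cut at about -3.5 in these data, passing the limit was not always enough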;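 also: z-score of nuclear minus cytoplasmic ring GR-EGFP intensity difference per well; some compounds called inactive have numbers as strong as hits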
#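 Medium: Induction medium lacking tetracycline, stripped serum | Probe or stimulus: 1.0 µM final dexamethasone stimulus | Schedule: 48 h induction, then 1 h compound, then 30 min agonist, 37 °C | Signal: Automated 10x imaging of fixed Hoechst-stained cells | Evaluation: Per-cell GR-EGFP intensity, nucleus versus surrounding cytoplasmic ring, well-averaged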
# Dynein cargo inh cytoplasmic EGFP: second read-out of Dynein cargo inh, no call of its own (marks repeat the call); z-score; measured here: cytoplasmic GR-EGFP intensity; hits give high values
# Dynein cargo inh nuclear GR-EGFP: second read-out of Dynein cargo inh, no call of its own (marks repeat the call); z-score; measured here: nuclear GR-EGFP intensity;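 lower value marks the stronger effect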
# Dynein cargo inh cell count: second read-out of Dynein cargo inh, no call of its own (marks repeat the call); z-score; measured here: cell count per field
# Ins promoter up cell count: second read-out of Ins promoter up, no call of its own (marks repeat the call); cell count; measured here: cytotoxicity, nuclei count;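 total cells summed across four imaged fields per well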
# Hep lipid drop cells 6.5 µM: recorded beside Hep lipid drop, whose call it bears; cell count; measured here: cell count, cytotoxicity flag;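 cells counted across two imaged fields per well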
# b-catenin transl cell count 5 µM: recorded beside b-catenin transl, whose call it bears; cell count; measured here: cell count, cytotoxicity flag
# T cell HTS vesicle-bound %: second read-out of T cell HTS, no call of its own (marks repeat the call); double positive events, %; measured here: CD8+ vesicle-bound cell fraction;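 binding gate set so that unloaded-vesicle control wells show 10% double positive cells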
# MT stabilize HCS Hoechst-high %: recorded beside MT stabilize HCS, whose call it bears; % Hoechst-high responders; measured here: nuclear condensation Hoechst responders;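 share of cells brighter than vehicle mean plus two SD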
# MT stabilize HCS cytotoxicity %: recorded beside MT stabilize HCS, whose call it bears; toxicity, %; measured here: cytotoxicity by cell density;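 0% = mean cell density of plate MIN control wells and 100% = no cells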
# Autophagy HCS cell loss 18 h: recorded beside Autophagy HCS, whose call it bears; toxicity, %; measured here: cell loss, nuclei count;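 cell loss after 18 h compound exposure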
# Numbers without * were called inactive; i = inactive; ? = inconclusive; . = no result given. The order is random. About 3% of those tested had a hit in this group.
SMILES,Autophagy HCS,Autophagy HCS cell loss 18 h,ER stress rescue,b-catenin transl,b-catenin transl cell count 5 µM,MT stabilize HCS,MT stabilize HCS Hoechst-high %,MT stabilize HCS cytotoxicity %,Ins promoter up,Ins promoter up cell count,Salmonella PhoP GFP,Hep lipid drop,Hep lipid drop cells 6.5 µM,T cell HTS,T cell HTS vesicle-bound %,Dynein cargo inh,Dynein cargo inh cytoplasmic EGFP,Dynein cargo inh nuclear GR-EGFP,Dynein cargo inh cell count
Cc1cc(C)c2[nH]c(=S)cc(C)c2c1,i,-3,-0.5%,-5.3,1274,1.5,1.1,1.1,-0.95,946,1%,3,758,i,24,1.5,-0.23,1.4,-0.53
Cc1ccc(C(=O)NCC(=O)Nc2cccc(C(F)(F)F)c2)cc1,i,0,1.7%,-1.5,1205,4.8,2.0,9.6,0.25,1559,3%,-10,638,i,65,0.59,-0.22,0.21,-0.07
O=C(Nc1ccccc1N1CCOCC1)c1ccc2c(c1)C(=O)N(Cc1ccncc1)C2=O,i,1,1.2%,-5.7,1034,2.7,2.2,5.8,0.41,1137,13%,.,.,i,18,-0.35,-0.24,-0.017,0.66
O=C(COc1ccc(Cl)cc1)NCc1nnc(SCC(=O)Nc2ccc3c(c2)OCCO3)o1,i,-1,-2.4%,-1.5,1109,3.4,1.7,6.7,.,.,1%,-29,703,i,32,0.13,-0.15,0.25,0.48
CCOc1ccc(-n2c(SCC(=O)Nc3ccc(OC)cc3OC)nc3c(c2=O)SCC3)cc1,i,-3,0.8%,.,.,2.4,2.2,10,.,.,2%,.,.,i,26,-0.38,-0.19,-0.047,-0.099
Cc1cc(C(=O)NCc2ccc(C(=O)O)o2)c(C)o1,i,-6,-5.0%,-6.8,1261,2.3,1.7,6.8,-0.8,981,1%,-3,758,i,42,-0.44,0.12,0.13,-0.51
O=C1OCc2ccc(NC(=O)C3CC3)cc21,i,-1,-0.8%,-0.3,1045,3.2,1.6,9.9,0.9,1390,0%,0,748,i,30,-0.71,-0.38,-0.82,0.97
CCc1cc2cc3c(cc2nc1SCC(=O)OC(C)C)OCO3,i,10,-1.0%,-0.2,1543,3.1,0.9,1.6,0.11,1337,-1%,-5,692,i,59,-1.1,-0.26,-0.39,0.77
O=C(CCn1c(=O)c2ccccc2n(CC(=O)NCCC2=CCCCC2)c1=O)NCc1ccco1,i,7,.,.,.,3.3,2.8,6.6,-0.3,1257,-3%,-2,664,i,35,0.42,-0.23,0.2,0.33
COCCCNC(=O)C(F)(F)C(F)(F)C(=O)NCCCOC,i,3,-1.5%,-1.6,833,1.4,1.4,9.5,.,.,7%,.,.,i,38,-0.066,-0.21,-0.052,0.21
Cn1c(SCC(=O)N(C2CCCCC2)C2CCCCC2)nnc1-c1cccs1,i,2,-1.2%,.,.,28*,15*,36*,-0.22,1320,6%,-2,692,i,20,0.85,0.48,0.73,0.48
O=C(Cn1cnnn1)OCC(=O)c1ccc(Cl)s1,i,6,0.7%,-1.8,1069,3.7,2.0,8.4,1.2,1559,6%,.,.,i,28,-0.32,-0.23,0.17,0.33
COc1ccc2c(c1)Cc1sc(NC(=O)c3ccco3)nc1-2,i,-9,0.2%,-1.6,1440,2.9,1.2,1.4,-0.56,1512,-8%,.,.,i,54,0.19,-0.077,0.47,-0.29
CCC(NS(=O)(=O)c1c(C)[nH]c(=O)[nH]c1=O)C12CC3CC(CC(C3)C1)C2 (stereo unspecified),i,-59,-0.9%,-0.7,1063,2.3,1.5,4.6,-0.02,1244,0%,-4,708,i,41,0.59,-0.23,0.87,0.95
OC(CNCc1ccco1)Cn1c2ccc(Br)cc2c2cc(Br)ccc21 (stereo unspecified),i,-9,-3.2%,-0.9,1102,1.2,1.6,8.6,-1.3,1006,-2%,-13,779,i,14,-0.12,0.053,0.041,-0.23
O=C(/C=C/c1ccc2c(c1)OCO2)c1ccco1,i,2,1.1%,0.3,1058,4.2,3.3,7.8,-0.39,1482,-6%,7,606,i,11,-2.4,0.041,-1.4,0.27
COc1ccc(C(=O)COC(=O)CCN2C(=O)C3C4CC(C(Br)C4Br)C3C2=O)cc1 (stereo unspecified),i,9,-0.1%,-3.9,1023,2.2,2.2,8.2,0.21,1698,-3%,.,.,i,48,-0.29,-0.11,0.28,-1.7
CC(C)(CO)NS(=O)(=O)c1ccc2c(c1)C(=O)c1cc(S(=O)(=O)NC(C)(C)CO)ccc1-2,.,.,.,0.4,1320,.,.,.,-0.52,1043,-4%,6,672,i,39,-0.89,-0.24,0.11,0.38
CCC(CO)NCc1ccc(OC2CCCC2)cc1 (stereo unspecified),i,-3,-2.3%,-1.5,1140,1.9,0.1,63,-0.17,1036,-7%,10,822,i,22,-1.2,-0.28,-0.49,0.55
CC1CC(=O)N(CC(=O)Nc2ccc3c(c2)OCO3)c2ccccc2S1 (stereo unspecified),i,14,-1.0%,-0.5,1161,2.4,1.5,7.7,0.13,1217,12%,0,720,i,53,0.025,-0.22,0.29,0.71
O=C(NN=C1CCCCCC1)c1ccc2c(c1)OCO2,i,11,0.2%,0.7,1561,2.9,3.2,0.5,.,.,-7%,-5,553,i,65,2.7,-0.037,1.7,-2.1
CC(CN1CCCCC1)OC(=O)Cc1ccc(Cl)cc1 (stereo unspecified),i,-1,0.2%,-3.0,1007,1.3,2.4,14,1.1,1299,-2%,.,.,i,37,0.56,-0.18,0.28,-0.058
CSc1oc(-c2ccccc2)nc1C(N)=O,i,7,.,.,.,3.3,1.9,8.3,.,.,6%,.,.,i,37,0.28,-0.22,0.19,-0.051
COc1cc(C(=O)OCC(=O)c2cc(C)n(C)c2C)cc(OC)c1OC,i,40,-0.6%,69*,643*,2.3,2.3,6.2,-0.02,1004,2%,.,.,i,13,-0.44,-0.16,0.019,0.31
CC(C)C[C@@H](CN(N=O)[C@@H](Cc1ccccc1)CN(C)N=O)N(CCc1ccccc1)N=O,i,7,-1.4%,0.5,1163,3.6,1.8,9.3,-1.1,1475,-2%,-17,701,i,24,-0.49,-0.28,-0.03,0.31
SMILES,Autophagy HCS,Autophagy HCS cell loss 18 h,ER stress rescue,b-catenin transl,b-catenin transl cell count 5 µM,MT stabilize HCS,MT stabilize HCS Hoechst-high %,MT stabilize HCS cytotoxicity %,Ins promoter up,Ins promoter up cell count,Salmonella PhoP GFP,Hep lipid drop,Hep lipid drop cells 6.5 µM,T cell HTS,T cell HTS vesicle-bound %,Dynein cargo inh,Dynein cargo inh cytoplasmic EGFP,Dynein cargo inh nuclear GR-EGFP,Dynein cargo inh cell count
Cc1cc(N)n(-c2ncnc3scc(-c4ccc(Cl)cc4)c23)n1,i,38,-0.7%,0.7,1005,4.5,2.0,6.4,.,.,3%,-12,701,i,30,0.51,0.26,0.8,-1.1
CCCc1nc2ccccc2c(C(=O)OCC(=O)c2ccc3c(c2)NC(=O)CO3)c1CC,i,5,-3.0%,-4.5,1262,1.9,1.4,6.9,.,.,1%,17,813,i,58,1.4,-0.09,0.68,-1.4
CCCNC(=O)C1CCN(c2cc(-c3ccccc3)nc3ncnn23)CC1,i,2,1.1%,0.5,1541,2.0,2.0,3.5,-0.04,1121,9%,-11,663,i,6,-0.95,-0.16,-0.66,-0.071
COc1ccccc1NC1=C(Cl)C(=O)N(c2ccccc2)C1=O,i,-4,-2.1%,2.7,612,2.1,1.6,8.6,0.5,1264,8%,10,773,i,44,-1.5,0.32,-0.19,0.13
O=C(O)c1ccccc1N1C(=O)C2C3CCC(C3)C2C1=O (stereo unspecified),i,7,-1.6%,-0.7,1549,2.1,1.6,11,.,.,-3%,4,680,i,29,-1.3,-0.052,-0.75,6.2
Cc1cc([N+](=O)[O-])nn1CC(=O)N/N=C/c1ccccc1Br,.,.,.,2.6,1192,.,.,.,0.79,1402,2%,2,700,i,30,-0.36,-0.28,-0.21,1.1
CC1C/C(=C/c2ccccn2)C(=O)/C(=C/c2ccccn2)C1 (stereo unspecified),i,51,4.9%,23,623,39*,22*,23*,-2.6,518,2%,?,.,i,56,-5.8*,1.6*,-2.5*,-0.19*
CCOC(=O)N1CCN(C(=O)c2cc(Cl)c(Cl)cc2C(=O)O)CC1,i,-5,.,.,.,0.7,1.6,3.7,-0.18,1173,8%,6,726,i,30,-0.39,-0.26,-0.16,-0.071
CC(Oc1ccccc1)C(=O)N=Nc1c(O)[nH]c2ccc(Br)cc12 (stereo unspecified),i,-11,-1.1%,-0.8,1007,2.8,2.2,8.3,-0.41,1140,-4%,-8,671,i,13,-0.43,-0.27,0.12,0.16
